All columns: NCI-60 one-dose screen, growth in % after 48 h at 10 µM unless noted; 100 = growth as untreated, 0 = no growth, -100 = all killed.
ACHN = ACHN renal cancer | 81,000 compounds, 4.9% hits
CAKI-1 = CAKI-1 renal cancer. 75,000 compounds, 4.7% hits. AID 1794772
A498 = A498 renal cancer cells; 76,000 compounds, 5.4% hits; AID 1794774
OVCAR-3 = OVCAR-3 ovarian cancer; 79,000 compounds, 7% hits
TK-10 = TK-10 renal cancer cells; 81,000 compounds, 3.9% hits
OVCAR-5 = OVCAR-5 ovarian cancer | 82,000 compounds, 2.9% hits
OVCAR-8 = OVCAR-8 ovarian cancer | 81,000 compounds, 4.4% hits | AID 1794782
RXF 393 = RXF 393 renal cancer cells; 77,000 compounds, 6.9% hits; AID 1794773
* = called active by the depositor; . = not tested or not shown; & = joins results of further samples; ! = not confirmed by another sample; [ ] = another dose, or the depositor's remark. Rule for the calls: active = growth percent below 10; inactive = the rest.

SMILES	OVCAR-5	TK-10	OVCAR-3	A498	OVCAR-8	ACHN	CAKI-1	RXF 393
CCOC(=O)c1cncn1C(C)c1ccccc1 (configuration not stated)	105	95	109	134	102	102	95	103
CC12CCC3C(C/C(=N\OC(=O)c4ccc(N(CCCl)CCCl)cc4)C4=CC(=O)CCC43C)C1CCC2=O (configuration not stated)	81	121	61	69	76	91	71	73
NNC(=O)NNC(N)=O	92	103	107	93	110	108	104	117
Cc1cccc(N(C)c2cccc3c2C(=O)[Se]C3)c1C	25	63	66	.	20	54	70	45
CC1[C@H](C)OC(=O)CC(O)CC(O)CC(O)CCC(O)C(O)C[C@]2(O)CC(O)C(C(=O)O)C(CC(OC3O[C@H](C)[C@@H](O)[C@H](N)[C@@H]3O)/C=C/C=C/C=C/C=C/CC/C=C/C=C/[C@H](C)[C@H]1O)O2 (some centres not stated)	95	123	109	114	92	91	89	107
C1CCC2CN(CCN3CCOCC3)CC2C1 (configuration not stated)	112	92	102	.	101	104	.	103
CCC(=O)OC1CCC2C3CCC4=C(SC(C)=O)C(=O)CCC4(C)C3CCC12C (configuration not stated)	100	131	114	108	103	101	.	114
COc1ccccc1N1COOC2(OOC1)C1CC3CC(C1)CC2C3	89	107	112	96	110	103	89	111
CC1(C)C(C(=O)c2cn(CCCCF)c3ccccc23)C1(C)C	103	102	105	93	82	115	.	84
CCOC(=O)N(C)N=O	105	100	.	62	102	120	105	100
CCCNP(=S)(NCCC)NCCC	99	101	107	98	.	99	100	109
NC(=O)Cc1ccccc1	110	109	102	66	99	108	103	96
CCCCCCCCCCOc1ccc(C(=O)Oc2ccc(CSP3(=O)OCC4OC(n5cnc6c(N)ncnc65)C(F)C4OP(=O)(SCc4ccc(OC(=O)c5ccc(OCCCCCCCCCC)cc5)cc4)OCC4OC(n5ccc(=O)[nH]c5=O)C(F)C4O3)cc2)cc1 (configuration not stated)	113	88	106	126	97	.	.	124
COc1cc(/C=C(/C)[N+](=O)[O-])ccc1O	60&84	-21*!	-89*	100&88	27&38	-40*!	-0.7*	-95*
c1ccc2c3c([nH]c2c1)CN1CCCCC1C3 (configuration not stated)	91	108	104	124	100	95	.	114
CCCCCCCCNP(=S)(NCCCCCCCC)NCCCCCCCC	106	95	107	103	.	109	97	110
CCOC(=O)N1C2CCCCC21 (configuration not stated)	118	117	112	103	113	117	108	109
COC(=O)[C@H](Cc1ccccc1)NC(=O)c1csc([C@@H](C[C@H](C(C)C)N(C)C(=O)[C@@H](NC(=O)[C@H]2CCCN2C)C2CC2)OC(C)=O)n1	36	.	-3.5*	14	27	40	37	23
S=P(NCCS)(N1CC1)N1CC1	110	109	124	92	106	99	.	116
COc1ccc(CC(=O)C2C(=O)N(C)c3ccccc32)cc1OC (configuration not stated)	105	115	125	117	109	101	109	108
CNC(Cc1ccccc1)c1ccc2c(c1)CCCC2 (configuration not stated)	99	94	97	85	104	96	.	95
N/C(=N\N=C\c1ccc(-c2ccccc2)cc1)N[N+](=O)[O-]	57	45	-20*	5.4*	43	53	27	-4.7*
COc1cc2c(cc1OC)[C@H]1C[C@H](O)CN1CC2	104	.	108	110	110	101	96	115
C[C@]12CC[C@H]3[C@@H](C=CC4=CC(=O)CC[C@@]43C)[C@@H]1CC[C@@H]2O	98	91	106	104	101	104	111	118

Ordered by molar mass (ascending): some entries from above
SMILES	OVCAR-5	TK-10	OVCAR-3	A498	OVCAR-8	ACHN	CAKI-1	RXF 393
S=P(NCCS)(N1CC1)N1CC1	110	109	124	92	106	99	.	116
COc1cc2c(cc1OC)[C@H]1C[C@H](O)CN1CC2	104	.	108	110	110	101	96	115
COC(=O)[C@H](Cc1ccccc1)NC(=O)c1csc([C@@H](C[C@H](C(C)C)N(C)C(=O)[C@@H](NC(=O)[C@H]2CCCN2C)C2CC2)OC(C)=O)n1	36	.	-3.5*	14	27	40	37	23

Next section:
SMILES	OVCAR-5	TK-10	OVCAR-3	A498	OVCAR-8	ACHN	CAKI-1	RXF 393
COc1cc(C=C2C(=O)NC(=S)NC2=O)ccc1O	101	.	113	100	88	95	100	.
Brc1ccc2c(c1)c(-c1nc(-c3c[nH]c4ncccc34)cs1)cn2CCN1CCOCC1	77	74	73	89	46	55	.	75
CCC(C)C#N (configuration not stated)	104	95	110	92	106	106	95	119
CC(=O)Nc1ccc([N+](=O)[O-])c(C(F)(F)F)c1	95	114	119	102	106	98	119	115
O=C1CNC(c2cccnc2)N1O (configuration not stated)	110	101	107	115	98	100	98	103
C1CCC([PH+](C2CCCCC2)C2CCCCC2[PH+](C2CCCCC2)C2CCCCC2)CC1.O=C(C1[CH-]CCCC1)C1CCCC[N-]1.[Au] (configuration not stated)	-64*	-48*	-78*	-51*	3.3*	-75*	-57*	-95*
CC(C)(C)N(Cc1ccccc1)N=O	98	102	118	95	96	104	93	93
Clc1ccc(CSC(Cn2ccnc2)c2ccc(Cl)cc2Cl)cc1 (configuration not stated)	.	32	39	49	14	.	21	15
COC(=O)C1CCC(NC(=O)c2csc([C@@H](C[C@H](C(C)C)N(C)C(=O)[C@@H](NC(=O)[C@H]3CCCCN3C)C(C)C)OC(C)=O)n2)CC1 (some centres not stated)	53	63	-38*	-6.6*	19	24	.	.
COP(=O)(OC)/C(=C/c1c[nH]c2ccccc12)C(=O)O	107	115	102	118	98	98	88	103
CC(=O)Cc1ccc2c(c1)OCO2	94	110	110	116	97	108	97	115
Clc1ccc(C(c2ccccc2Cl)C(Cl)(Cl)Cl)cc1 (configuration not stated)	105	111	101	76	98	96	76	105
COc1cc2c(c(Br)c1OC)[C@@H]1N(CC2)C(=O)c2ccccc2[C@]1(C)C(=O)O	109	105	122	85	101	105	98	117
O=[N+]([O-])c1ccc(C[N+]23CCN(CC2)CC3)cc1	101	112	109	103	105	110	99	110
[N-]=[N+]=Nc1ccc(C(=O)O)cc1	97	108	102	119	105	101	96	134
O=C1C(=Cc2cn(Cc3ccccc3)c3ccccc23)C(=O)N(Cc2ccccc2)C(=O)N1Cc1ccccc1	-7.3*	41	98	-96*	84	86	95	58

Brought forward from above: 5 entries, followed by the next part.
SMILES	OVCAR-5	TK-10	OVCAR-3	A498	OVCAR-8	ACHN	CAKI-1	RXF 393
Clc1ccc(C(c2ccccc2Cl)C(Cl)(Cl)Cl)cc1 (configuration not stated)	105	111	101	76	98	96	76	105
COc1cc2c(c(Br)c1OC)[C@@H]1N(CC2)C(=O)c2ccccc2[C@]1(C)C(=O)O	109	105	122	85	101	105	98	117
O=[N+]([O-])c1ccc(C[N+]23CCN(CC2)CC3)cc1	101	112	109	103	105	110	99	110
[N-]=[N+]=Nc1ccc(C(=O)O)cc1	97	108	102	119	105	101	96	134
O=C1C(=Cc2cn(Cc3ccccc3)c3ccccc23)C(=O)N(Cc2ccccc2)C(=O)N1Cc1ccccc1	-7.3*	41	98	-96*	84	86	95	58
C/C=C1/CN2CCC1CC2C(O)c1ccnc2ccc(OCCO)cc12 (configuration not stated)	118	107	101	91	115	116	96	100
O=C(/C=C/c1ccc(Cl)cc1)c1nc2ccccc2n1Cc1ccc(F)cc1	19	58	23	125	17	23	42	19
C[C@]12CC[C@H]3[C@@H](C[C@@H]4SC(N)=N[C@@]45CC(=O)CC[C@]35C)[C@@H]1CCC2=O	90	100	98	95	105	103	92	119
O=C(Cl)N1CCOCC1	103	107	124	.	102	102	101	115
CC(C)=CC1C(C(=O)OCc2ccc(C)cc2C)C1(C)C (configuration not stated)	98	107	114	92	100	100	92	99
[N-]=[N+]=NC[C@H]1O[C@](O)(CO)[C@@H](O)[C@@H]1O	108	102	102	117	102	106	.	106
CCOP(=O)(CC=O)OCC	141[100 µM]	99[100 µM]	119[100 µM]	113[100 µM]	105[100 µM]	111[100 µM]	110[100 µM]	111[100 µM]
N#C[C@@H](O[C@@H]1O[C@H](CO)[C@@H](O)[C@H](O)[C@H]1O)c1ccccc1	96	96	104	88	109	108	101	117
CCCCC(C)N=C=S (configuration not stated)	99	109	110	93	115	111	96	118
CC(Nc1ccccc1)C(=O)N1CC1 (configuration not stated)	108	102	107	120	103	99	105	107
COC(=O)[C@@H](C)C[C@H](Cc1ccccc1)NC(=O)c1csc([C@@H](C[C@H](C(C)C)N(C)C(=O)[C@@H](NC(=O)[C@H]2CCCCN2C)c2ccc(F)cc2)OC(C)=O)n1	21	.	-17*	-9.1*	27	19	14	75
O=[N+]([O-])c1cc(Cl)c(O)c(Cl)c1	106&115	102&105	108&113	101&92	112&99	103&110	108&105	104&116
CCCCCCC(=O)NC1=C(N2CC2)C(=O)C(NC(=O)CCCCCC)=C(N2CC2)C1=O	93	75	-53*	67	32	33	46	26
CCCCCN(CCCl)C1c2ccccc2-c2ccccc21	96	97	90	111	65	90	.	92
CC(C)(N)Cc1ccc(N)cc1	97	102	113	.	95	102	92	103
CCC(=O)C1(c2cccc(OC)c2)CCN(C)CC1	94	100	104	111	100	100	100	116
COc1cccc2c1c(C(=O)C(=O)Nc1ccn[nH]1)cn2Cc1ccc(F)cc1	91	52	106	-73*	101	101	47	100
Cc1cc(Cl)ccc1OCCCC(=O)O	107	106	105	94	97	100	76	96
N#Cc1c(N2CCNCC2)nc2c(c1C#N)CCCC2	101	118	102	93	107	99	96	98
CC(C)OC(=S)S	106&87	110&108	111&115	103	95&99	100&103	95&102	100
C/C(=C\c1ccc(Cl)c(Cl)c1)[N+](=O)[O-]	104&108	4.8*!	-98*!	79&103	91&12	-71*!	121	-92*!
Nc1ccc(OCCCCNC(=O)c2ccc(S(=O)(=O)F)cc2)c(Cl)c1	116	102	100	83	100	102	101	.
COc1cccc2c1C(=O)c1c(O)c3c(c(O)c1C2=O)CC(O)(/C(C)=N/NC(=O)CCC(=O)N/N=C(\C)C1(O)Cc2c(O)c4c(c(O)c2C(OC2CC(N)C(O)C(C)O2)C1)C(=O)c1c(OC)cccc1C4=O)CC3OC1CC(N)C(O)C(C)O1 (configuration not stated)	-15*[5 µM]	-43*[5 µM]	-47*[5 µM]	-69*[5 µM]	13[5 µM]	-35*[5 µM]	-44*[5 µM]	-57*[5 µM]
Cc1cc2c(cc1-c1cccc(/C=C/C(=O)O)c1)C(C)(C)CCC2(C)C	120	110	93	86	73	91	78	83
C[C@H]1[C@H]2CO[C@@H](O)C3C4Cc5c([nH]c6ccccc56)[C@H](C[C@H]32)N41	108	79	100	90	109	101	98	92
NC1=NCC(c2ccccc2)O1 (configuration not stated)	102	109	117	119	114	113	116	.
CC(C)(NC(=O)O[C@@H]1CN2CCC1CC2)c1csc(-c2cccc(O)c2)n1	89	64	108	86	98	100	87	103
CCCCCC1(C(C)C)C(=O)NC(=S)NC1=O	97	95	107	114	103	96	91	96
NCCc1ccc2c(c1)OCO2	89	103	111	80	103	98	99	130
NC(CCSCc1ccc(N(CCCl)CCCl)cc1)C(=O)O (configuration not stated)	94	103	124	90	103	100	.	114
CC(C)=CCC/C(C)=C\COC(=O)Cc1ccccc1	105	88	102	102	106	108	.	97
CCCCCN(C)CCC(O)(P(=O)(O)O)P(=O)(O)O	103	109	109	99	103	103	96	111
Nc1ccc2c(c1)Cc1ccccc1-2	100	103	98	98	98	97	82	103
C/C(=C\c1cc(C(F)(F)F)n(-c2ccc(N)cc2)n1)[C@@H]1C[C@@H]2O[C@]2(C)CCC[C@H](C)[C@H](O)[C@@H](C)C(=O)C(C)(C)[C@@H](O)CC(=O)O1	15	.	0.0*	-0.1*	0.1*	32	25	-8.5*
NC(CCSC(c1ccccc1)c1ccccc1)C(=O)O (configuration not stated)	100	132	116	96	102	104	92	98
CC1(C)CC(=O)C2=C(C1)N(Nc1ccccc1)c1nc(N)c(C#N)c(N)c1C2c1ccccc1Cl (configuration not stated)	101	107	114	.	100	96	97	107
O[C@@]12C[C@@H]([C@H]3CO[C@@H]1O3)n1ncnc1N2	98	104	112	89	103	103	93	111
CCCCN(CCCC)CC(O)c1ccc(Cl)c(Cl)c1 (configuration not stated)	108	116	105	94	98	107	101	95
COC(=O)C1(c2cccs2)CCN(C)CC1	96	96	104	92	114	99	92	97
CC(C)CCC[C@@H](C)[C@H]1CC[C@H]2[C@@H]3C/C(=N\OC(=O)CCCc4ccc(N(CCCl)CCCl)cc4)C4=CC(=O)CC[C@]4(C)[C@H]3CC[C@]12C	94	92	101	98	61	57	47	94
C=CC12CN(C)C3C4COC(CC41)C1(C(=O)Nc4ccccc41)C32 (configuration not stated)	79	104	106	78	98	87	74	96
CCCCCNC1C2[N+]3=c4c5c(c(O)c6c4=C(C=N6)CC3)NCCC51C(O)C(Br)C2(O)O (configuration not stated)	131	100	103	108	104	116	.	111
CC[C@H](C)[C@H](NC(=O)[C@H]1CCCCN1C)C(=O)N(C)[C@H](CC(=O)c1nc(C(=O)N[C@@H](Cc2ccccc2)C[C@H](C)C(=O)O)cs1)C(C)C	107	97	56	73	97	109	.	87
[O-][n+]1ccn(O)c1CCl	102	100	115	96	106	106	90	109
CC1=C(CCCNS(C)(=O)=O)C2=C(C)C3(CC3)[C@@](C)(O)C(=O)C2=C1	2.8*	-15*	-13*	-43*	6.9*	-24*	.	-76*
NC(=O)c1cc([N+](=O)[O-])c(Cl)c([N+](=O)[O-])c1Cl	78	-100*	-97*	.	-25*	-90*	.	-90*
C=CCNC(=S)Nc1ccc(OC(=O)Nc2ccc(Cl)c(Cl)c2)cc1	88	102	116	98	99	90	90	106

High-throughput results deposited in PubChem BioAssay by NCI.

An excerpt; rates above refer to the full screens.
